# D2 potentiator: D2 dopamine receptor (human) potentiation; P14416; HEK293 T-REx D2, calcium flux, EC20 dopamine potentiation; potentiation, % at 10 µM; 340,000 tested, 0.34% active; AID 485347;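 active means potentiation over 3 SD above the plate norm, cut at about 30% in these data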; further: 0% is about no effect
#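 Using a no-wash calcium dye in inducible, force-coupled HEK293 Trex cells expressing D2, we tracked fluorescence each second for 180 s after compound, then for 180 s after EC20 dopamine to detect augmented signalling.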
# D2 antag: D2 dopamine receptor (human) antagonism. P14416. HEK293 TREx D2 cells, calcium flux, dopamine EC80. inhibition, % at 10 µM. 340,000 tested, 2% active. AID 485344; in the data active means inhibition above about 30%; further: 0% is about no effect
#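 Compounds are added to dye-loaded, induced HEK293 T-REx cells coupled to calcium release via D2; after a 3 min kinetic read an EC80 dopamine stimulus is given and fluorescence is recorded for 3 more min.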
# D1 ag: human D1 receptor agonism. P21728. HEK293 T-REx D1 cells, calcium flux, agonist mode. activation, % at 2 µM. 360,000 tested, 1% active; further: 0% is about no effect
#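 Inducible HEK293 T-REx D1 cells, force-coupled to calcium signalling, were plated at 4000 cells/well with tetracycline and held overnight at 30 C. After no-wash calcium dye loading, compound-evoked calcium rise over 180 s flagged agonists.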
# TRHR agonist: agonists of human TRH receptor | activation, % at 2 µM | AID 493084 | P34981 | TRHR cells, calcium flux fluo-8, FDSS agonist mode | 360,000 tested, 0.18% active; further: 0% is about no effect
#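 TRHR-expressing cells loaded with fluo-8 calcium dye; 23 nL library compound pin-transferred, kinetic FDSS fluorescence (Ex 480/Em 530) recorded about 180 s for agonist-induced calcium release, before a 10 nM TRH EC20 addition for potentiator mode.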
# TRHR PAM: allosteric enhancers of human TRH receptor | P34981 | TRHR cells, fluo-8 calcium fluorescence, EC20 TRH enhancement | enhancement, % at 2 µM | 360,000 tested, 0.66% active; in the data active means enhancement above about 30%; further: 0% is about no effect
#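 Enhancer read-out: after compound pinning and an initial kinetic agonist-mode read, an EC20 of TRH (10 nM final) was injected and fluo-8 calcium signal (Ex 480/Em 530) followed at 1 s/cycle for 100 cycles in TRHR-expressing cells.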
# RXFP1 antagonist: RXFP1 (human) relaxin receptor antagonism | Q9HBX9 | HEK293-RXFP1, relaxin-stimulated cAMP HTRF, 30 min; active compounds read low | activity change, negative = inhibition, % at 57.5 µM | 350,000 tested, 0.59% active | AID 1259400;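 active means activity change of -60% or lower, but not beyond a set lower limit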; further: on the % scale 0 is the no-effect control and ±100 the full control effect
# Target sequence (Q9HBX9 whole entry, looked up): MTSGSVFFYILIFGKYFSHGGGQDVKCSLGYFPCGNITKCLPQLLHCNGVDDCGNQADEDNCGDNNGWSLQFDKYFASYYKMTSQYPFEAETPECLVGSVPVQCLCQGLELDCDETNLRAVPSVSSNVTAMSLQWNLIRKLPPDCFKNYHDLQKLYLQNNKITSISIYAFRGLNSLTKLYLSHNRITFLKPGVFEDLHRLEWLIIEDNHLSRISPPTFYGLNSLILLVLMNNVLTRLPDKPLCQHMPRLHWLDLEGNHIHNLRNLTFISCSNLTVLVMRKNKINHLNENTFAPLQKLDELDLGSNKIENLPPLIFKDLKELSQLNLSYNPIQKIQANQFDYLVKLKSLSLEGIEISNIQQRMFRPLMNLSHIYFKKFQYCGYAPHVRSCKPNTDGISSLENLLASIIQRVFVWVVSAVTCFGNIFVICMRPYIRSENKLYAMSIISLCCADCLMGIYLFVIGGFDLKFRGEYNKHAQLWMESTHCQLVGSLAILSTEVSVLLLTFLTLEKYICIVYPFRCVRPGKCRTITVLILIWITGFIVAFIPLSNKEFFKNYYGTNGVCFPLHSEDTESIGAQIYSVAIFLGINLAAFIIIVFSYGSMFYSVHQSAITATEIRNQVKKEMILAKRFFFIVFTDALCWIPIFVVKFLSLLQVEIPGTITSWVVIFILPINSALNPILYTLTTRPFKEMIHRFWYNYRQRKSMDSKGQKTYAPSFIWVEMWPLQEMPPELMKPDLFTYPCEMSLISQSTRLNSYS
# D2 ag: activates the human D2 dopamine receptor; 340,000 tested, 0.53% active; activation, % at 2 µM; HEK293 T-REx D2 cells, calcium flux agonist mode; AID 485358; P14416;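 active means activation over 3 SD above normal in the single-dose calcium agonist read, cut at about 30% in these data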; further: 0% is about no effect
#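 Agonism is scored from calcium flux in a force-coupled, inducible HEK293 cell line expressing D2, read kinetically for 180 s after compound addition against dopamine controls.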
# D1 antag: blocks dopamine activation of the human D1 receptor | HEK293 TREx D1 cells, calcium flux, dopamine EC80; active compounds read low | 360,000 tested, 3.2% active | P21728 | activity change, negative = inhibition, % at 10 µM; in the data active means activity change below about -30%; further: on the % scale 0 is the no-effect control and ±100 the full control effect
#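 Cells carrying a force-coupled, tetracycline-inducible human D1 receptor report calcium flux. Each well gets a 10 s baseline, compound with 180 s monitoring, then an EC80 dopamine stimulus with a second 180 s kinetic read.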
# D1 PAM: human D1 dopamine receptor positive modulation | P21728 | HEK293 TREx D1 cells, calcium flux, dopamine EC20 potentiation | potentiation, % at 10 µM | 360,000 tested, 0.036% active | AID 504651; in the data active means potentiation above about 30%; further: 0% is about no effect
# An asterisk follows results filed as active; / = no result given; & = joins results of further samples. Unless noted, no stated cut-off is given here; in the data, active means activation above about 30%; inactive means the rest. The order is random. About 7.3% of those tested had a hit in this group.
Structure	D2 potentiator	D2 antag	D1 ag	TRHR agonist	TRHR PAM	RXFP1 antagonist	D2 ag	D1 antag	D1 PAM
O=C(Nc1ccc(F)c(Cl)c1)c1ccccc1	10	-19	21	-1.1	0	/	-1.6	-46*	-8
Oc1cccc(Nc2nc(O)c(/C=C3\C=Nc4ccccc43)s2)c1	5	2	34*	11	-7	-1	12	-17	-6
CC1(C)CC(=O)C2=C(C1)Nc1ncnn1C2c1cccs1 (stereo unspecified)	5	0	3	0.3	3	1	-0.5	4	4
COc1ccc(CNCCC(c2ccccc2)c2ccc(OC(C)C)cc2)cc1OC (stereo unspecified)	9	11	23	1.1	19	-18	2.3	12	-7
NC(=O)c1nsc(C(=O)N(Cc2ccco2)C(C(=O)NC2CCCC2)c2ccc(O)cc2)c1N (stereo unspecified)	4	-9	0	-0.7	2	-14	0.3	0	-2
Cc1ccc(NCC(=O)N/N=C/c2cccc(Br)c2)cc1	-10	-23	1	0.4	7	0	-0.9	-3	-5
COc1ccc(CNc2ncnc3c2nnn3C)cc1	3	/	3	-0.2	-3	5	0.9	/	0
COc1ccc(CN(CC(=O)NCCc2ccccc2)C(=O)CCC(=O)Nc2cc(C)ccn2)cc1	-7	-19	2	-0.2	5	7	0.1	1	-2
CCOC(=O)C1CCN(c2ccc(Cl)nn2)CC1	9	-3	3	0.2	-2	-1	-0.4	22	-2
COC(=O)CP(=O)(c1ccccc1)c1ccccc1	-6	3	-1	1.1	3	1	1.2	0	-1
c1ccc2c(c1)OCC(CNc1ncnc3sccc13)O2 (stereo unspecified)	-5	5	11	-0.2	-8	-10	3.3	-19	1
COc1cccc(/C=C2\N=C(c3c(-c4ccccc4)noc3C)OC2=O)c1OC	20	7	7	-1.0	6	20	-0.3	3	4
Cc1cc(=O)[nH]c(SCC(=O)NC(C)C2CC3CCC2C3)c1C#N (stereo unspecified)	-4	6	2	-0.1	-6	0	0.5	-1	-2
O=C(CSc1nnnn1Cc1ccccc1)c1ccc(F)cc1	6	9	6	1.3	0	-5	2.2	-2	0
S=c1[nH]nc(-c2cccc3ccccc23)n1-c1cccnc1	5	-7	2	0.2	-2	-21	1.6	3	1
O=S(=O)(N/N=C/c1ccc(F)cc1)c1ccccc1	12	-6	1	-0.2	1	-3	-2.4	3	6
CCOC(=O)/C=C1\SCC(=O)N1CC(=O)N1CCOCC1	1	-5	3	0.4	-9	6	1.3	-11	9
COc1cccc(CN(C(=O)COc2ccc(Cl)c(C)c2)C2CCS(=O)(=O)C2)c1 (stereo unspecified)	11	/	5	0.2	-4	-17	1.3	1	-1
CN(C)C(=O)c1ccc(S(=O)(=O)NCc2ccc(Cl)cc2)s1	6	/	12	-1.2	0	/	-1.0	8	2
CC(OC(=O)C1CC=CCC1C(N)=O)C(Cl)=C(Cl)Cl (stereo unspecified)	/	/	3	0.5	14	11	/	-13	3
Cc1ccccc1OCC(O)Cn1c(N2CCN(c3ccccc3)CC2)nc2c1c(=O)[nH]c(=O)n2C (stereo unspecified)	-5	-6	1	-1.5	11	-4	-1.9	4	2
CCOC(=O)c1cnc(SCC(=O)Nc2ccc3c(c2)OCCO3)nc1N	2	12	4	-0.7	-2	9	0.1	-8	-5
Cc1cc(C)cc(OCC(=O)OCC(=O)Nc2cc(C)nn2-c2ccccc2)c1	-2	-4	12	0.0	0	-3	-2.2	5	/
Cc1ccnc(NC(=O)CCC(=O)N(CC(=O)NC(C)(C)C)c2ccc(F)c(Cl)c2)c1	0	25	1	-0.5	0	13	-0.8	8	-4
COc1cccc(N2CCN(C(=O)c3cnn(C(C)(C)C)c3C3CCN(C(=O)OC(C)(C)C)CC3)CC2)c1	4	/	0	-0.4	3	-6	-0.3	5	-5
c1ccc2c(Cn3ccnc3)c[nH]c2c1	9	-14	6	0.1	-3	4	-0.6	13	1
CC#CC[N+](C)(CC#CC)CC(=O)c1ccccc1	/	/	0	-0.3	17	4	/	29	3
COc1ccc(S(=O)(=O)c2ccc(O)cc2)cc1	0	-13	4	0.0	-1	-3	1.2	0	-2
CC1CCCC(NC(=O)c2cc(S(=O)(=O)N3CCOCC3)ccc2F)C1C (stereo unspecified)	-2	4	5	0.1	1	0	0.0	10	0
O=C(NCc1ccccc1)c1onc(CSc2ccc(Cl)cc2)c1C(=O)NCC1CC1	-9	12	6	0.5	-3	/	-0.3	-14	-4

# D1 antag, what is marked active above.
smiles	D2 potentiator	D2 antag	D1 ag	TRHR agonist	TRHR PAM	RXFP1 antagonist	D1 antag	D1 PAM
O=C(Nc1ccc(F)c(Cl)c1)c1ccccc1	10	-19	21	-1.1	0	/	-46*	-8

# By substructure, the entries above with a tert-butyl group (two)
Structure	D2 potentiator	D2 antag	D1 ag	TRHR agonist	TRHR PAM	RXFP1 antagonist	D2 ag	D1 antag	D1 PAM
Cc1ccnc(NC(=O)CCC(=O)N(CC(=O)NC(C)(C)C)c2ccc(F)c(Cl)c2)c1	0	25	1	-0.5	0	13	-0.8	8	-4
COc1cccc(N2CCN(C(=O)c3cnn(C(C)(C)C)c3C3CCN(C(=O)OC(C)(C)C)CC3)CC2)c1	4	/	0	-0.4	3	-6	-0.3	5	-5

# Later entries
Structure	D2 potentiator	D2 antag	D1 ag	TRHR agonist	TRHR PAM	RXFP1 antagonist	D2 ag	D1 antag	D1 PAM
Cn1c(=O)c2c(nc(CN3CCN(C(=O)c4ccco4)CC3)n2Cc2ccccc2F)n(C)c1=O	2	-10	0	-0.1	-4	2	-0.6	2	-5
COc1ccc(NC(=O)C(c2ccccc2)N(C)C(=O)/C=C\c2ccc3c(c2)OCO3)cc1 (stereo unspecified)	27	/	3	0.7	2	-16	1.1	-4	-1
O=C(CSc1nc(-c2cccs2)cc(C(F)(F)F)n1)NCCCN1CCOCC1	8	-23	1	0.2	15	5	1.3	9	-2
COc1cccc(CN2CC(C(=O)NCCSc3nnnn3C)CCC2=O)c1 (stereo unspecified)	-2	-12	2	0.5	2	0	-2.1	-37*	-4
Cc1ccc(NN=C2c3ccccc3-c3ccccc32)cc1	-11	-3	1	0.1	3	20	0.5	5	-8
Cc1c(C#N)c2ncn(CCCN(C)C)c(=O)c2n1-c1ccccc1	0	1	1	0.2	-1	-9	1.2	1	0
CN(C)C(CNC(=O)CCCN1C(=O)c2cccc3cccc(c23)C1=O)c1ccccc1 (stereo unspecified)	-1	1	9	-2.3	2	-18	-2.0	2	5
COc1ccc(S(=O)(=O)NCC2CCCN(C(=O)CC3CCCC3)C2)cc1 (stereo unspecified)	-4	8	1	-1.8	-4	4	-0.1	0	-4
CC1CCCN(C(=O)COC(=O)c2ccc[nH]c2=O)C1 (stereo unspecified)	3	7	3	0.5	11	-4	1.1	6	-10
COc1cccc(C(=O)NNC2=CC(=O)CC(C)(C)C2)c1	11	-1	5	0.0	1	-1	-1.0	-6	-9
COc1ccc(C(=O)NNC(=O)Cc2ccc([N+](=O)[O-])cc2)cc1	-21	-13	3	-0.3	0	-6	42*	11	3
COc1ccc(C(CC(=O)Nc2ncccc2C)N2Cc3ccccc3C2=O)cc1OC (stereo unspecified)	8&2	3	5&1	-0.5&-0.4	-1&-2	-1	-0.6&-0.1	9&-30	-5&-1
COc1ccccc1Cn1c(CCCO)nc2ccccc21	-10	17	4	-0.5	4	-10	0.3	7	-10
CC(=O)Nc1cccc(NC(=O)Nc2ccc(C)c(Cl)c2)c1	-8	3	-1	0.2	0	5	-0.3	-15	-8
O=C(Cn1cnc2ccccc21)N/N=C/c1cccc([N+](=O)[O-])c1	7	-15	0	-0.1	2	0	0.4	8	-2
Cc1cc(CC(C)C)n(-c2nc3ccccc3c(=O)n2OCC(N)=O)n1	4	5	1	-0.7	-4	4	0.2	3	0
Cc1ccc(C(=O)N/C(=C\c2ccc(-c3ccccc3[N+](=O)[O-])o2)C(=O)NCCCN(C)C)cc1	-4	-9	20	4.3	3	-1	2.8	-8	-3
COc1cccc(-c2ncc3ccccc3c2COC(=O)c2ccc(C(C)(C)C)cc2)c1	6	-3	1	1.0	15	/	2.2	/	-2
O=C(Nc1ccc(N2CCOCC2)cc1)c1cccc2ccccc12	-7	10	0	0.5	3	-7	0.8	0	1
O=S1(=O)[C@H]2C[C@@H]3C=C[C@@]2(CN1Cc1cccc(C(F)(F)F)c1)O3	-3	-2	4	-1.2	-6	/	-0.3	2	-1
COc1cccc(C(=O)N(c2ccc(OC)cc2OC)C2C=CS(=O)(=O)C2)c1 (stereo unspecified)	-6	30*	1	1.9	-7	5	0.0	4	-6
O=C1c2ccccc2C(=O)N1CCSC(=S)N1CCOCC1	28	-2	6	0.1	41*	4	-1.8	-4	3
COc1ccc(S(=O)(=O)N2CCCCC2)cc1NC(=O)Cn1cnc2ccccc2c1=O	2	-8	5	0.0	0	3	0.2	0	-1
CCOc1ccc(CN(C)C(=O)[C@H](Cc2ccccc2)NC(=O)OCc2ccccc2)cc1OC	-2	-10	3	-1.3	-12	-19	-1.8	7	-2
Cn1c(-c2ccc(C=O)s2)nc2c3ccccc3c3ccccc3c21	4	8	21	-0.2	2	7	0.2	-1	14
COC(=O)c1cc(Br)c(=O)n(CCc2ccccc2)c1	-2	5	2	-0.2	-2	5	-0.1	-6	-8
COC(=O)c1cccc(C23CC4(C2)[C@H](CN(Cc2cccnc2)[C@@H]4c2ccccc2)C3c2ccc(C(F)(F)F)cc2)c1 (stereo partly specified)	-7	-16	7	-1.4	0	/	-0.3	-17	0
CC(=O)Nc1ccc(S(=O)(=O)Nc2cccc3cccnc23)cc1	-4	24	2	0.7	-1	4	1.2	-55*	-7
CCN1CCN(CC(O)COc2ccc3c(c2)CCC3)CC1 (stereo unspecified)	3	2	2	0.5	5	6	0.3	6	-2
COc1ccc(S(=O)(=O)N(C)CC(=O)Nc2ccc(F)cc2)cc1	-3	8	2	-0.3	3	0	0.2	-6	-10

# An excerpt of these results, with values under each structure:
# Below each compound – D2 potentiator	D2 antag	D1 ag	TRHR agonist	TRHR PAM	RXFP1 antagonist	D2 ag	D1 antag	D1 PAM
> COc1cccc(CN2CC(C(=O)NCCSc3nnnn3C)CCC2=O)c1 (stereo unspecified)
 : -2	-12	2	0.5	2	0	-2.1	-37*	-4
> Cc1ccc(NN=C2c3ccccc3-c3ccccc32)cc1
 : -11	-3	1	0.1	3	20	0.5	5	-8
> Cc1c(C#N)c2ncn(CCCN(C)C)c(=O)c2n1-c1ccccc1
 : 0	1	1	0.2	-1	-9	1.2	1	0

# Later entries
Structure	D2 potentiator	D2 antag	D1 ag	TRHR agonist	TRHR PAM	RXFP1 antagonist	D2 ag	D1 antag	D1 PAM
CN1C(=O)/C(=C/c2ccc(OCc3ccc(F)cc3)cc2)N(C)C1=S	/	/	4	0.2	-1	4	/	-2	-2
Cc1cccc(N2CCN(Cc3nc(CC4CC4)no3)CC2)n1	-10	-33	3	0.2	22	3	30	-7	-2
O=C(CN1C(=O)N/C(=C\c2cccn2-c2cccc(C(=O)O)c2)C1=O)Nc1ccccc1F	/	/	-1	1.5	9	/	/	14	3
CN(C)CCOc1cccc(Br)c1	/	/	1	0.8	-4	-4	/	/	-9

# Assay outcomes as filed in PubChem BioAssay.
